Source: PubChem
D1 agonist: human D1 receptor agonism; P21728; HEK293 T-REx D1 cells, calcium flux, agonist mode; activation, % at 2 µM; 1% of 360,000 active; AID 504660; in the data active = activation above about 30%; also: 0% is about no effect
Target sequence (P21728 whole entry, looked up): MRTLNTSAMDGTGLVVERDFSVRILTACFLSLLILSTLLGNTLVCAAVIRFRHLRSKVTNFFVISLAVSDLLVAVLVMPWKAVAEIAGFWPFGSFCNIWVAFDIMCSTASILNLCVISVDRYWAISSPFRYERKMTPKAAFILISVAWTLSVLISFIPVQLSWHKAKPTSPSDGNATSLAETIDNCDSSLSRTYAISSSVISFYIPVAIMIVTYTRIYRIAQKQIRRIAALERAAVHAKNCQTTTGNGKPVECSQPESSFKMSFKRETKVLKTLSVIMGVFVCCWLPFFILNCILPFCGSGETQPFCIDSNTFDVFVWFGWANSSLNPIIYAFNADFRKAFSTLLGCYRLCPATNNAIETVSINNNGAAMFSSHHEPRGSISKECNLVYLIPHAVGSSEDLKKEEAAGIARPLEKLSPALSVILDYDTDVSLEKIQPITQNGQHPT
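Agonism was scored from calcium flux recorded over 180 s (1 read/s) after pintool compound addition, following a 10-cycle baseline. Cells were inducible force-coupled HEK293 TREx D1, plated overnight at 30 C and loaded with no-wash calcium dye.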
TRHR PAM: allosteric enhancers of human TRH receptor; P34981; TRHR cells, fluo-8 calcium fluorescence, EC20 TRH enhancement; enhancement, % at 2 µM; 0.66% of 360,000 active; in the data active = enhancement above about 30%; also: 0% is about no effect
Target sequence (P34981 whole entry, looked up): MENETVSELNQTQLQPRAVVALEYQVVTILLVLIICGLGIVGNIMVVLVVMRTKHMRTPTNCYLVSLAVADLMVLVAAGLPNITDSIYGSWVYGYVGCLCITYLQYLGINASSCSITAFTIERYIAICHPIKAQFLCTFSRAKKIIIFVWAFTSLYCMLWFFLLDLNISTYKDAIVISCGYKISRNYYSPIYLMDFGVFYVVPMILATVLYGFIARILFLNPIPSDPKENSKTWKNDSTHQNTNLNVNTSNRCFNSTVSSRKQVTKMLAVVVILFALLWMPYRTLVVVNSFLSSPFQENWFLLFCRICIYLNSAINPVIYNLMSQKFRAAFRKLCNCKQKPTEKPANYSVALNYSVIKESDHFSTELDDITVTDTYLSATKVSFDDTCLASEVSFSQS
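TRHR-expressing cells loaded with fluo-8 calcium dye were read kinetically (ex 480/em 530) during compound addition, then stimulated with an EC20 of TRH (10 nM final). Enhancement of the Gq-mediated intracellular calcium response was scored.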
TRHR agonist: TRH receptor (human) agonism | AID 493084 | 0.18% of 360,000 active | activation, % at 2 µM | TRHR cells, calcium flux fluo-8, FDSS agonist mode | P34981; in the data active = activation above about 30%; also: 0% is about no effect
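TRHR-expressing cells loaded with fluo-8 calcium dye; 23 nL library compound pin-transferred, kinetic FDSS fluorescence (Ex 480/Em 530) recorded about 180 s for agonist-induced calcium release, before a 10 nM TRH EC20 addition for potentiator mode.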
D1 antag: human D1 dopamine receptor antagonism. P21728. HEK293 TREx D1 cells, calcium flux, dopamine EC80; stronger effect = lower value. activity change, negative = inhibition, % at 10 µM. 3.2% of 360,000 active; in the data active = activity change below about -30%; also: % is scaled to controls: 0 for no effect and ±100 for the full control effect
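Compound effects on dopamine-evoked calcium signalling were measured in tetracycline-induced HEK293 Trex D1 cells. Dopamine at EC80 followed a 180 s compound pre-read, and fluorescence was tracked kinetically for 180 s more.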
D1 PAM: enhances dopamine response at the human D1 receptor | P21728 | HEK293 TREx D1 cells, calcium flux, dopamine EC20 potentiation | potentiation, % at 10 µM | 0.036% of 360,000 active | AID 504651; in the data active = potentiation above about 30%; also: 0% is about no effect
Anesthetic bind: candidate novel general anesthetic via apoferritin binding; apoferritin/1-aminoanthracene competitive binding, fluorescence; 0.074% of 350,000 active; Potency, µM (doses to about 77.5 µM), for the others: at the top dose activity change, negative = displacement, hits mostly inhibitors; P02791; also: potency is read from the fitted curve at half-maximal effect; % is scaled to controls: 0 for no effect and ±100 for the full control effect; nearly all actives have a fitted effect of over 20% in size
Target sequence (P02791 2-175 limits assumed): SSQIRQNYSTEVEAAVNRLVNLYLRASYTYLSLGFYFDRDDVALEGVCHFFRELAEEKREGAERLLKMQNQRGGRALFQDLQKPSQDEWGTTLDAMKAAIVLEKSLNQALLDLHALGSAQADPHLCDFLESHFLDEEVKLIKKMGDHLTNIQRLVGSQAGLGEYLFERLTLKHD
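Horse-spleen apoferritin (10 uM) in 50% saturated 1-aminoanthracene in PBS was incubated 10 min at room temperature with compound. Fluorescence (ex 380, em 535 nm) was normalized to free and bound 1-AMA, with concentration-response fitted by a four-parameter Hill equation.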
D2 potentiator: D2 dopamine receptor (human) potentiation. P14416. HEK293 T-REx D2, calcium flux, EC20 dopamine potentiation. potentiation, % at 10 µM. 0.34% of 340,000 active;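 active = potentiation over 3 SD above the plate norm, cut at about 30% in these data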; also: 0% is about no effect
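Tetracycline-induced HEK293 T-REx cells force-coupled to calcium signalling expressed D2; compounds were pin-added after a 10 s baseline, read kinetically 180 s, then an EC20 dopamine challenge followed with a further 180 s calcium read.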
RXFP1 antag: RXFP1 (human) relaxin receptor antagonism. Q9HBX9. HEK293-RXFP1, relaxin-stimulated cAMP HTRF, 30 min; stronger effect = lower value. activity change, negative = inhibition, % at 57.5 µM. 0.59% of 350,000 active;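 active = activity change of -60% or lower, but not beyond a set lower limit; inconclusive = change between -60% and -40%, or beyond the set limit; inactive = change above -40%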; also: % is scaled to controls: 0 for no effect and ±100 for the full control effect
RXFP1 ag: RXFP1 (human) receptor agonism. Q9HBX9. HEK293T-RXFP1 cAMP TR-FRET, 30 min; response scale: percent of porcine relaxin response, buffer zero. AID 2676. Potency, µM (highest dose often 57.5 µM), without a hit: at the top dose activation, actives largely listed as activators. 0.3% of 370,000 active; also: potency is read from the fitted curve at half-maximal effect; % is scaled to controls: 0 for no effect and ±100 for the full control effect; nearly all actives have a fitted effect of over 60% in size; many of its hits are not listed in these tables
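HEK293T cells stably expressing RXFP1 were pretreated with the PDE4 inhibitor Ro 20174, exposed to compounds for 30 min at 37C, lysed, and cAMP was read by TR-FRET. Data normalized to buffer (basal) and 29 nM porcine relaxin (100%).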
* marks the source's active call; other numbers are inactive results; [ ] = dose if it differs, or a comment. Unless noted, calls follow the shape of the dose curve; as a rule, active = well fitted curve in the direction sought with a large enough effect; inconclusive = small, poorly fitted or top-dose-only effect, or another doubt; inactive = no such curve, though single readings can be large; an effect the other way counts as inactive or inconclusive. An excerpt (hit frequency here may not be typical).

O=C1NC(=O)C(CCc2ccncc2)(Cc2ccc3c(c2)OCO3)C(=O)N1CCc1ccccc1 (stereo unspecified) was read as D1 agonist 3, TRHR PAM 0, TRHR agonist 0.0, D1 antag 1, D1 PAM -3, Anesthetic bind 7%, D2 potentiator -3, RXFP1 antag -11 and RXFP1 ag -0.4%.
Screening Cc1ccc(-c2nc3ccccc3c(=O)n2-c2ccccn2)cc1 returned D1 agonist 2, TRHR PAM 13, TRHR agonist 0.1, D1 antag 0, D1 PAM -2, Anesthetic bind -7%, D2 potentiator 0, RXFP1 antag 2 and RXFP1 ag 2.0%.
For CCc1ccccc1NC(=O)CNCc1ccccc1 the results were D1 agonist 1, TRHR PAM 3, TRHR agonist 0.0, D1 antag 3, D1 PAM 0, Anesthetic bind -5%, D2 potentiator -11, RXFP1 antag -28 and RXFP1 ag 0.3%.
Screening N[C@@H](Cc1c[nH]c2ccccc12)c1nnc(SCc2ccccc2F)o1 returned D1 agonist 5, TRHR PAM 0, TRHR agonist 0.3, D1 antag 23, D1 PAM 8, Anesthetic bind inconclusive, D2 potentiator -5, RXFP1 antag 0 and RXFP1 ag 3.5%.
`CCc1ccc(-n2c(=O)c3sc4ccccc4c3n(CC(=O)NC3CCCC3)c2=O)cc1` gave D1 agonist -1, TRHR PAM 6, TRHR agonist 0.1, D1 antag 0, D1 PAM 0, Anesthetic bind 36%[activator], D2 potentiator 9 and RXFP1 ag 7.2%.
For Cn1c(=O)n(C)c2cc(CNCCc3ccc(F)cc3)ccc21 the results were D1 agonist 8, TRHR PAM -4, TRHR agonist 0.8, D1 antag 2, D1 PAM -1, Anesthetic bind 1%, D2 potentiator -10, RXFP1 antag 6 and RXFP1 ag 0.1%.
`CCCCn1c(O)c(C=NCCCn2ccnc2)c(=O)[nH]c1=O` gave D1 agonist 2, TRHR PAM -2, TRHR agonist 2.3, D1 antag -2, D1 PAM -8, Anesthetic bind -6%, D2 potentiator -6, RXFP1 antag 2 and RXFP1 ag -0.4%.
Screening COCCCNC(=O)c1c(NC(=O)c2ccccc2Cl)n(Cc2ccccc2)c2nc3ccccc3nc12 returned D1 agonist 40*, TRHR PAM -6, TRHR agonist 9.4, D1 antag 2, D1 PAM -3, Anesthetic bind -3%, D2 potentiator 0, RXFP1 antag -11 and RXFP1 ag inconclusive.
Cc1c(C(=O)Nc2ccccc2)cc(-c2ccccc2)n1CCCN1CCOCC1 was read as D1 agonist 1, TRHR PAM 0, TRHR agonist -0.3, D1 antag 4, D1 PAM -2, Anesthetic bind 1%, D2 potentiator -13, RXFP1 antag -3 and RXFP1 ag 0.5%.
Screening CCCCSC1=NN1c1nc(N)nc(C)c1CC returned D1 agonist 1, TRHR PAM 0, TRHR agonist -0.1, D1 antag 9, D1 PAM -5, Anesthetic bind inconclusive, D2 potentiator -13, RXFP1 antag -11 and RXFP1 ag 2.4%.
For N#Cc1cc2c(nc1SCC(=O)Nc1ccc(C(F)(F)F)cc1)C1CCN2CC1 the results were D1 agonist 3, TRHR PAM 16, TRHR agonist -0.7, D1 antag 17, D1 PAM -4, Anesthetic bind inconclusive, D2 potentiator -7, RXFP1 antag -12 and RXFP1 ag inconclusive.
Screening O=[N+]([O-])c1cc([As](=O)(O)O)ccc1O returned D1 agonist 2, TRHR PAM -7, TRHR agonist -0.3, D1 antag 5, D1 PAM 2, Anesthetic bind 7%[29.3 µM], D2 potentiator 2, RXFP1 antag 16 and RXFP1 ag 0.3%.
Screening CN1C(=O)C(=Cc2ccc(N3CCCCCC3)o2)C(=O)N(C)C1=S returned D1 agonist 27, TRHR PAM 8, TRHR agonist 25, D1 antag 4, D1 PAM 1, Anesthetic bind -12%, D2 potentiator 0, RXFP1 antag -2 and RXFP1 ag 0.7%.
For CN=C(SCC(=O)c1cccc(Cl)c1)c1c(O)n(C)c(=O)n(C)c1=O the results were D1 agonist 3, TRHR PAM -1, TRHR agonist -0.1, D1 antag -17, D1 PAM -6, Anesthetic bind 7%, D2 potentiator -1, RXFP1 antag -9 and RXFP1 ag -0.5%.
For C=Cn1ccnc1P(=S)(c1nccn1C=C)C1CCCCC1 the results were D1 agonist 1, TRHR PAM -4, TRHR agonist -0.1, D1 antag -7, D1 PAM 0, Anesthetic bind -8%, D2 potentiator 16, RXFP1 antag -2 and RXFP1 ag -0.5%.
C[C@H](NC(=O)N1C[C@H]2C[C@@H](C1)c1cccc(=O)n1C2)C(=O)Nc1cccc(F)c1 was read as D1 agonist 4, TRHR PAM -10, TRHR agonist -0.1, D1 antag -9, D1 PAM 2, Anesthetic bind -4%, D2 potentiator -4 and RXFP1 ag -1.0%.
Screening CN(C)c1ccc(NC(=O)CN2C(=O)CN=C(c3ccccc3)c3cc(Cl)ccc32)cc1 returned D1 agonist 1, TRHR PAM -5, TRHR agonist -0.1, D1 antag -2, Anesthetic bind -22%, D2 potentiator -4 and RXFP1 ag -1.1%.
For Cc1ccccc1CN1C(=O)C(C)N=C(c2ccccc2)c2ccccc21 (stereo unspecified) the results were D1 agonist 2, TRHR PAM -4, TRHR agonist -0.8, D1 antag -8, D1 PAM -5, Anesthetic bind -5%, D2 potentiator 1, RXFP1 antag -70* and RXFP1 ag 1.9%.
`CC1CC(OC(=O)c2ccccc2)CC(C)N1C` (stereo unspecified) gave D1 agonist 3, TRHR PAM 2, TRHR agonist -0.1, D1 antag 1, D1 PAM 3, Anesthetic bind -2%, D2 potentiator -2, RXFP1 antag -1 and RXFP1 ag 0.1%.
Cc1cccn2c(=O)c3cc(C(=O)N4CCC5(CC4)OCCO5)n(C)c3nc12 was read as D1 agonist 2, TRHR PAM 5, TRHR agonist 0.1, D1 antag -4, D1 PAM 1, Anesthetic bind 21%, D2 potentiator -1, RXFP1 antag -4 and RXFP1 ag 3.4%.

Overlap with the part before: 2 entries; new compounds follow.
`CC1CC(OC(=O)c2ccccc2)CC(C)N1C` (stereo unspecified) gave D1 agonist 3, TRHR PAM 2, TRHR agonist -0.1, D1 antag 1, D1 PAM 3, Anesthetic bind -2%, D2 potentiator -2, RXFP1 antag -1 and RXFP1 ag 0.1%.
Cc1cccn2c(=O)c3cc(C(=O)N4CCC5(CC4)OCCO5)n(C)c3nc12 was read as D1 agonist 2, TRHR PAM 5, TRHR agonist 0.1, D1 antag -4, D1 PAM 1, Anesthetic bind 21%, D2 potentiator -1, RXFP1 antag -4 and RXFP1 ag 3.4%.
Screening CN(C)C(=O)Oc1ccc(OCc2cccc[n+]2C)cc1 returned D1 agonist 2, TRHR PAM 0, TRHR agonist 0.2, D1 antag 5, D1 PAM -2, Anesthetic bind 1%, D2 potentiator -2, RXFP1 antag -11 and RXFP1 ag 0.7%.
CC12CCCCC1N(O)CN2O (stereo unspecified) was read as D1 agonist 2, TRHR PAM 1, TRHR agonist -0.2, D1 antag 4, D1 PAM -3, Anesthetic bind -16%, D2 potentiator -4, RXFP1 antag -2 and RXFP1 ag -1.0%.
For COC(=O)C1=C(c2ccc(Cl)c(C(F)(F)F)c2)C[C@@H]2CC[C@H]1N2C(=O)NCc1ccc2c(c1)OCO2 the results were D1 agonist 2, TRHR PAM -12, TRHR agonist 0.6, D1 antag -6, D1 PAM 3, D2 potentiator 13 and RXFP1 ag 0.2%.
`CC(=NCCN1CCCCC1)c1c(O)[nH]c(=O)[nH]c1=O` gave D1 agonist 20, TRHR PAM 1, TRHR agonist 0.3, D1 antag -12, D1 PAM -4, Anesthetic bind -21%, RXFP1 antag 7 and RXFP1 ag 0.7%.
Screening CCCS(=O)(=O)N1CCCC(C(=O)N2CCC3(CC2)OCCO3)C1 (stereo unspecified) returned D1 agonist 1, TRHR PAM 2, TRHR agonist -0.3, D1 antag -3, D1 PAM -3, Anesthetic bind -2%, D2 potentiator -1, RXFP1 antag -7 and RXFP1 ag -1.9%.
Screening Cc1sc2ccccc2c1CC1=NCCN1 returned D1 agonist 5, TRHR PAM 2, TRHR agonist 1.3, D1 antag -47*, D1 PAM -9 and RXFP1 ag 0.2%.
Screening CCCC(C)C1(CC)C(=O)NC(=O)N=C1N (stereo unspecified) returned D1 agonist 0, TRHR PAM -7, TRHR agonist 0.2, D1 antag 8, D1 PAM -2, Anesthetic bind -1%, D2 potentiator -7, RXFP1 antag -15 and RXFP1 ag 3.5%.
Screening CCOC(=O)CC1=C(C(=O)OCC)C2(C(=O)N1CC(=O)OC)C(C#N)=C(N)Oc1ccccc12 (stereo unspecified) returned D1 agonist 0, TRHR PAM 1, TRHR agonist 0.5, D1 antag 16, D1 PAM -1, Anesthetic bind -6%, D2 potentiator -6, RXFP1 antag 8 and RXFP1 ag 0.1%.
Screening O=C(Nc1ccc2c(c1)OCO2)c1cn(Cc2ccc(F)cc2)nn1 returned D1 agonist 5, TRHR PAM 3, TRHR agonist -0.7, D1 antag 2, D1 PAM 1, Anesthetic bind inconclusive, D2 potentiator -18, RXFP1 antag 1 and RXFP1 ag 1.0%.
For COC(=O)C1=C(c2ccccc2OCc2ccccc2)C[C@@H]2CC[C@H]1N2C(=O)NCc1ccc(OC)c(OC)c1 the results were D1 agonist 0, TRHR PAM -13, TRHR agonist -0.1, D1 antag 4, D1 PAM 0, D2 potentiator 6 and RXFP1 ag -0.7%.
For COc1cc2c3cc1Oc1cc(ccc1O)C[C@@H]1c4c(cc(OC)c(O)c4Oc4ccc(cc4)C[C@H]3N(C)CC2)CCN1C the results were D1 agonist 20, TRHR PAM 5, TRHR agonist 0.8, D1 antag -21, D1 PAM -3, Anesthetic bind 3%, D2 potentiator -8 and RXFP1 ag 1.5%.
`O=C(N/N=C/c1c(O)n(Cc2ccc(F)cc2)c(=S)[nH]c1=O)c1ccncc1` gave D1 agonist 3, TRHR PAM 4, TRHR agonist 1.6, D1 antag -14, D1 PAM -8, Anesthetic bind -10%, D2 potentiator 3, RXFP1 antag -1 and RXFP1 ag 1.9%.
Screening O=C(COc1ccc2ccccc2c1)N1CCN(C2CCN(Cc3ccccc3)CC2)CC1 returned D1 agonist 26, TRHR PAM 1, TRHR agonist 1.3, D1 antag -46*, D1 PAM -12, Anesthetic bind -6%, D2 potentiator 9, RXFP1 antag -14 and RXFP1 ag -0.1%.
`COC(=O)C1C2c3ccccc3C(c3ccccc32)C1C(=O)OC` (stereo unspecified) gave D1 agonist -1, TRHR PAM 1, TRHR agonist -0.9, D1 antag -1, D1 PAM -1, Anesthetic bind 0%, D2 potentiator -4, RXFP1 antag -3 and RXFP1 ag -0.1%.
